# CIT2 TOR yeast = yeast TOR pathway CIT2-GFP modulation; S. cerevisiae CIT2-GFP strain, flow cytometry, 3 h; 100 means same as DMSO wells; AID 2029; 320,000 tested, 0.065% active; GFP response vs DMSO, % at 10 µM;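 active = GFP response relative to DMSO above a set limit, near the screen mean plus 3 SD, cut at about 150% in these data; inconclusive = Fewer than 70 cells measured for a yeast strain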;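 note: ratio of well median GFP fluorescence to mean of DMSO wells on the plate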
# LAP4-GFP MLPCN = modulators of TOR pathway LAP4-GFP in S. cerevisiae; S. cerevisiae LAP4-GFP multiplex, flow cytometry GFP, 3 h; median GFP as percent of DMSO wells; GFP response vs DMSO, % at 10 µM; 320,000 tested, 0.34% active;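 active = GFP response vs DMSO above a set limit, about the screen mean plus 3 SD, cut at about 150% in these data; inconclusive = under 70 cell events counted for the yeast strain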
# Efflux pump mplx = blocks antifungal efflux pumps in multiplex yeast assay; AID 485275; inhibition, % at 10 µM; 330,000 tested, 0.44% active; S. cerevisiae Candida pump triplex, Nile Red efflux;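 active = plate passing quality check with inhibition over a set limit, or well fluorescence over plate mean plus 4 SD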;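 note: Nile Red retained in pooled yeast measured as flow cytometry median fluorescence; 0% = buffer negative control and 100% = Enniatin B positive control; higher means more Nile Red kept so more efflux inhibition; some compounds called inactive have numbers as strong as hits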
# RPL19A TOR yeast = alters RPL19A-GFP fluorescence in TOR pathway yeast screen; S. cerevisiae RPL19A-GFP strain, flow cytometry, 3 h; hits give low values; percent response vs DMSO, % at 10 µM; 330,000 tested, 0.3% active;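 active = percent response vs DMSO below 50%; inconclusive = fewer than 70 events counted for the yeast strain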;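 note: median channel GFP fluorescence of the barcoded RPL19A-GFP strain; ratio of sample median GFP to plate DMSO average so 100% = DMSO; lower means less RPL19A-GFP as with rapamycin TOR inhibition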
# Yeast superoxide = lowers age-related superoxide in aged yeast cells | AID 2690 | S. cerevisiae aged cells, superoxide DHE fluorescence; hits give low values | 330,000 tested, 0.18% active | superoxide response (% of plate mean), % at 10 µM;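 active = superoxide response under a set limit, about three screen SD below normal, cut at about 65% in these data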;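 note: yeast aged for seven days with compound at 30 °C before DHE staining; 100% = average MFI of all compound-treated wells on the plate with controls excluded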
# AGP1 TOR yeast = alters AGP1-GFP fluorescence in TOR pathway yeast screen; S. cerevisiae AGP1-GFP multiplex flow cytometry, 3 h; GFP as percent of DMSO wells; GFP response vs DMSO, % at 10 µM; 320,000 tested, 0.02% active;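 active = GFP response relative to DMSO above a set limit, near screen average plus 3 SD, cut at about 150% in these data; inconclusive = fewer than 70 cells counted for the yeast strain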;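 note: median GFP channel fluorescence of the gated AGP1 strain per well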
# AHR activator = activates the human aryl hydrocarbon receptor; AID 2796; P35869; AHR-responsive luciferase reporter cells, luminescence; activation, % at 5 µM; 320,000 tested, 2.5% active; in the data active = activation above about 47%;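 note: 0% = vehicle wells and 100% = reference agonist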
# Target sequence (P35869 whole entry, looked up): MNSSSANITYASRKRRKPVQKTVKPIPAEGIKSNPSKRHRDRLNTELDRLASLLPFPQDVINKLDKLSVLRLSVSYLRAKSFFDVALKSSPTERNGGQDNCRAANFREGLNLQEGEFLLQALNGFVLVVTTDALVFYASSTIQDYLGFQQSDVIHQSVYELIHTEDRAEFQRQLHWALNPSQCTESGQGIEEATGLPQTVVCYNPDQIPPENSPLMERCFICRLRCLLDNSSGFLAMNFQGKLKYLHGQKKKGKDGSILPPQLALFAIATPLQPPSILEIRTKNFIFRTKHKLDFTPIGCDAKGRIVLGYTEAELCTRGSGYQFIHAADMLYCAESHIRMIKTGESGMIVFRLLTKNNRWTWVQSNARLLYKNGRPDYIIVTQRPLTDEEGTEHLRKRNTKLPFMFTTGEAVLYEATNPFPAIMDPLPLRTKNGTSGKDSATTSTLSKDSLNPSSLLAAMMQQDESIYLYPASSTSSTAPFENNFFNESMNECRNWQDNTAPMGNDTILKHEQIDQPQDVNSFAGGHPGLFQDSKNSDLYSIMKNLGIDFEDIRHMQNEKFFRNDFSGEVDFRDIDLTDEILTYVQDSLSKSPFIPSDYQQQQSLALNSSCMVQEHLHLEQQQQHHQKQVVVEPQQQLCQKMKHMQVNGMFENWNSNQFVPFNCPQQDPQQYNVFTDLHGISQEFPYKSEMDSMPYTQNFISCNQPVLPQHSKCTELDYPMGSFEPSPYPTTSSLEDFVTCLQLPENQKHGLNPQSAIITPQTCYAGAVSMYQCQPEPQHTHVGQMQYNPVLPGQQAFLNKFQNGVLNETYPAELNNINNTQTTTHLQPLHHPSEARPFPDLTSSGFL
# MEP2 TOR yeast = yeast TOR pathway MEP2-GFP modulation. S. cerevisiae MEP2-GFP strain, flow cytometry GFP, 3 h; 100% = DMSO control level. GFP response vs DMSO, % at 10 µM. 330,000 tested, 0.51% active;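 active = GFP response versus DMSO above a set limit, roughly screen mean plus 3 SD, cut at about 180% in these data; inconclusive = fewer than 70 cells counted for a yeast strain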;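 note: median GFP fluorescence of the barcode-gated MEP2-GFP cells per well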
# Numbers without * were called inactive; u = inconclusive; x = no result given; [ ] = another dose, or the depositor's remark.
no.	smiles	CIT2 TOR yeast	LAP4-GFP MLPCN	Efflux pump mplx	RPL19A TOR yeast
1	O=C(Cc1cccs1)N/N=C/C=C\c1ccccc1[N+](=O)[O-]	103	110	-0.3	94
2	CCOCC(=O)Nc1ccc(Br)c(C)c1	x	89	0.3	93
3	COc1ccc(OC)c2[nH]c(=O)c(CCNS(=O)(=O)c3ccc(Cl)cc3)cc12	97	99	-0.2	99
4	O=C(CCCn1c(=S)[nH]c2cc3c(cc2c1=O)OCO3)N1CCN(c2ccc(Cl)cc2)CC1	x	112	0.1	103
5	COc1ccc(S(=O)(=O)CC(=O)c2cc3cccc(C)c3oc2=O)cc1	86	91	0.0	102
6	CCOc1ccc(Br)cc1C1=CC(=O)C[C@H](c2ccc(OC)cc2)C1	100	101	-0.3	96
7	CC1CCC(NC(=O)c2ccc(NC3=NC4CS(=O)(=O)CC4S3)cc2)CC1 (stereo not drawn)	103	109	0.0	101
8	O=C(O)c1cc(Nc2nc(N3CCOCC3)nc(N3CCOCC3)n2)ccc1Cl	87	107	0.0	96
9	c1ccc(COc2ccc3nocc3c2)cc1	87	97	0.1	97
10	O=C(CCCCn1c(=O)c2ccccc2n(CC(=O)Nc2ccc(F)cc2)c1=O)NCc1ccco1	104	100	0.0	99
11	O=C(COC(=O)c1ccc([N+](=O)[O-])s1)NCc1ccc(F)cc1	110	120	0.0	85
12	COc1ccc(C2NC3=C(CCC3)C3(C#N)C(OC)(OC)N=C(N)C23C#N)cc1 (stereo not drawn)	87	97	0.0	91
13	COc1ccc(NC(=O)c2nc(SC)ncc2Cl)cc1	97	101	0.0	95
14	C[C@H](NS(=O)(=O)c1ccc2c(c1)OCCCO2)C(=O)N1CCN(Cc2ccc(C#N)cc2)CC1	93	90	0.1	98
15	O=C(CNC(=O)c1ccc(Oc2ccccc2)cc1)OC1CCCCC1=O (stereo not drawn)	100	101	0.0	97

no.	Yeast superoxide	AGP1 TOR yeast	AHR activator	MEP2 TOR yeast
1	94	95	3	100
2	104	87	1	98
3	103	101	8	94
4	84	103	2	103
5	119	92	11	88
6	106	98	6	95
7	116	103	-1	97
8	104	107	-1	100
9	101	97	-3	99
10	83	100	-6	111
11	124	111	0	124
12	99	92	8	100
13	109	92	31	92
14	91	99	-1	97
15	104	97	9	98

# Going on with the list:
no.	smiles	CIT2 TOR yeast	LAP4-GFP MLPCN	Efflux pump mplx	RPL19A TOR yeast
16	Cc1ccc(C)c(N(CC(=O)NCC2CCCO2)C(=O)CCC(=O)Nc2nccs2)c1 (stereo not drawn)	99	95	0.2	104
17	O=C(CNc1cccc(S(=O)(=O)N2CCOCC2)c1)Nc1ccc(C(F)(F)F)cc1	92	102	-0.1	98
18	O=C(Cc1ccccc1)Nc1ccc(F)cc1	99	101	0.0	91
19	CCCCCCNC(=O)CCc1nc2cccnc2n1Cc1ccc(OC)cc1	100	109	-0.1	111
20	Cc1ccc(/C=N/NC(=O)C(=O)N/N=C/c2ccc(C)o2)o1	123	105	0.0	101
21	Cc1cccn2c(CNC3CCCc4ccccc43)c(C(=O)N3CCOCC3)nc12 (stereo not drawn)	100	114	0.2	99
22	CN(C(=O)c1ccc2c(c1)OCO2)C1(C(=O)NC2CCCCC2)CCCCC1	108	101	-0.1	98
23	CC(=O)N/C(=C\c1cccs1)C(=O)O	96	118	0.1	96
24	COc1cccc(C(=O)N2CCN(Cc3cn[nH]c3-c3ccc(F)cc3F)CC2)c1	100	99	0.5	94
25	COC(=O)[C@H](C)[C@@H]1C[C@@]1(C)[C@@H](NC(=O)OCc1ccccc1)c1ccccc1	97	90	0.1	95
26	CCN(c1ccccc1)S(=O)(=O)c1ccc(C(=O)OC(C)C(=O)NCCC2=CCCCC2)cc1 (stereo not drawn)	91	100	0.2	101
27	CSCSC1=C(C#N)C(c2ccc(Cl)cc2)C(C(C)=O)=C(C)N1 (stereo not drawn)	96	92	-0.2	94
28	COc1c(Cl)cc(-c2noc(C)c2C(=O)NCCc2ccc(C)cc2)cc1Cl	100	97	-0.1	99
29	c1cc(-c2ccncc2)ccn1	91	81	0.8	94
30	O=C(NCc1ccco1)c1cc2ccccc2c(=O)o1	103	102	-0.1	103

no.	Yeast superoxide	AGP1 TOR yeast	AHR activator	MEP2 TOR yeast
16	103	101	2	105
17	106	99	5	102
18	98	102	6	99
19	95	106	x	115
20	102	117	5	101
21	101	104	11	110
22	86	98	21	112
23	94	98	4	103
24	106	97	2	98
25	101	96	0	96
26	93	97	1	100
27	133	91	-1	96
28	96	99	2	107
29	80	85	3	95
30	96	101	-4	100

# The list goes on; the last 2 above are carried over.
no.	smiles	CIT2 TOR yeast	LAP4-GFP MLPCN	Efflux pump mplx	RPL19A TOR yeast
29	c1cc(-c2ccncc2)ccn1	91	81	0.8	94
30	O=C(NCc1ccco1)c1cc2ccccc2c(=O)o1	103	102	-0.1	103
31	Cc1cc(C)c2c(N)c(C(=O)Nc3c(C)n(C)n(-c4ccccc4)c3=O)sc2n1	103	98	0.0	107
32	Cc1cc(=O)[nH]c(SCC(=O)Nc2ccnc3ccccc23)n1	95	97	-0.2	103
33	O=S(=O)(c1cccc(S(=O)(=O)N2CCC(Cc3ccccc3)CC2)c1)N1CCOCC1	92	98	0.0	96
34	CCOC(=O)C1CCN(S(=O)(=O)c2ccc3c(c2)N(C)C(=O)CC(=O)N3C)CC1	98	99	0.0	98
35	Cc1cc(Cl)c(S(=O)(=O)Nc2cccc(O)c2)cc1OCC(N)=O	98	87	-0.2	98
36	Cc1cc(=O)[nH]c(SCC(=O)Nc2cccc(C(F)(F)F)c2)n1	105	91[may fluoresce red]	0.2	u
37	CCOc1ccc(C(=O)OCC(=O)NCc2ccco2)cc1OCC	113	106	-0.1	104
38	O=C(Cc1cccs1)Nc1nnc(SCc2ccc(C(F)(F)F)cc2)s1	96	99	-0.1	100
39	O=C(CSc1nc(-c2ccccc2)c(-c2ccccc2)[nH]1)NCC1CCCO1 (stereo not drawn)	109	101	-0.1	104
40	O=C(C[C@H]1C/C=C\C[C@H](Cc2ccc(F)cc2)C(=O)O[C@@H](c2ccccc2)CNC1=O)N[C@@H](CO)Cc1ccccc1	117	102	0.2	114
41	Cc1ccc(NC(=O)N2CCC(O)(c3ccc(Cl)cc3)CC2)cc1	94	97	0.0	98
42	CCOC(=O)C(C)Sc1nc2c([nH]c3ccccc32)c(=O)n1C (stereo not drawn)	104	104	-0.2	101
43	CC(C)(C)c1csc(NC(=O)CCc2ccccc2)n1	99	99	0.1	107
44	Cc1ccc(C(=O)O)cc1NC(=S)NC(=O)c1ccc([N+](=O)[O-])c(C)c1	107	97	-0.1	109
45	CCN(CC)c1nc(Oc2ccc(=O)[nH]n2)nc(N2CCOCC2)n1	93	90	0.1	101

no.	Yeast superoxide	AGP1 TOR yeast	AHR activator	MEP2 TOR yeast
29	80	85	3	95
30	96	101	-4	100
31	107	106	28	98
32	91	110	2	99
33	97	100	2	110
34	124	101	-1	98
35	105	93	-1	106
36	87	86[may fluoresce red]	2	94
37	106	110	1	109
38	101	104	3	105
39	93	115	13	109
40	110	118	0	107
41	96	98	1	94
42	101	105	21	108
43	100	97	-1	102
44	120	99	0	95
45	100	97	2	97

# Carrying on.
no.	smiles	CIT2 TOR yeast	LAP4-GFP MLPCN	Efflux pump mplx	RPL19A TOR yeast
46	O=C(CN1C(=O)c2ccccc2C1=O)NCC(=O)OCC(=O)c1cccc([N+](=O)[O-])c1	90	97	-0.1	92
47	COc1ccc2c(/C=N/NS(=O)(=O)c3ccc(C)cc3)c[nH]c2c1	102	105	-0.1	100
48	CC(C)(C)OC(=O)C[C@@H]1C/C=C\C[C@@H](CC(=O)NCCO)C(=O)N[C@H](C(C)(C)C)COC1=O	101	90	-0.3	96
49	Cc1ccc(C)c(C(C)NC(=O)C2CCCO2)c1 (stereo not drawn)	98	95	-0.1	95
50	CCN(CC)C(=O)CSC1=N/C(=C/c2ccco2)C(=O)N1c1ccc(OC)c(Cl)c1	108	92	-0.1	102
51	O=C(NCCOc1ccccc1Cl)c1ncn[nH]1	114	97	0.0	104
52	O=C(NN=C1CCCC1)c1ccc([N+](=O)[O-])cc1	84	83	0.2	94
53	Cc1cc(C)c[n+](-c2[nH]c(=O)sc2/C=N/N=C(\N)[S-])c1	90	93	0.5	98
54	CCC(=O)Nc1cccc(NC(=O)c2ccc(C)cc2Cl)c1	97	108	-0.1	100
55	O=C(NCc1ccc(F)cc1)C(c1ccncc1)N(C(=O)c1csnn1)C1CC1 (stereo not drawn)	102	105	0.0	101
56	Cc1[nH]c(=O)[nH]c(=O)c1NS(=O)(=O)c1ccccc1	93	79	-0.2	96
57	CCC(=O)N1CCc2cc(OC)c(OC)cc2C1COc1ccc(OC)cc1 (stereo not drawn)	100	94	-0.1	94
58	Cc1cccc(N2C(=O)C3C4C=CC(C5CC45)C3C2=O)n1 (stereo not drawn)	85	98	0.1	93
59	CCOc1ccc2[nH]c(=O)c(CN(Cc3ccccc3OC)C(=O)c3ccccc3)cc2c1	94	91	0.0	90
60	N#Cc1c(NC(=O)C2C3C=CC(C3)C2C(=O)O)sc2c1CCCCC2 (stereo not drawn)	89	92	-0.1	88

no.	Yeast superoxide	AGP1 TOR yeast	AHR activator	MEP2 TOR yeast
46	94	101	0	95
47	108	99	10	103
48	100	97	1	95
49	97	97	2	99
50	103	107	0	99
51	94	106	5	105
52	85	83	16	89
53	90	96	5	99
54	108	107	3	104
55	101	102	0	107
56	106	92	-1	94
57	100	92	0	99
58	102	97	-2	89
59	69	90	4	91
60	93	97	3	95

# Retrieved by compound from above (4):
no.	smiles	CIT2 TOR yeast	LAP4-GFP MLPCN	Efflux pump mplx	RPL19A TOR yeast
47	COc1ccc2c(/C=N/NS(=O)(=O)c3ccc(C)cc3)c[nH]c2c1	102	105	-0.1	100
52	O=C(NN=C1CCCC1)c1ccc([N+](=O)[O-])cc1	84	83	0.2	94
56	Cc1[nH]c(=O)[nH]c(=O)c1NS(=O)(=O)c1ccccc1	93	79	-0.2	96
53	Cc1cc(C)c[n+](-c2[nH]c(=O)sc2/C=N/N=C(\N)[S-])c1	90	93	0.5	98

no.	Yeast superoxide	AGP1 TOR yeast	AHR activator	MEP2 TOR yeast
47	108	99	10	103
52	85	83	16	89
56	106	92	-1	94
53	90	96	5	99

# Later entries
no.	smiles	CIT2 TOR yeast	LAP4-GFP MLPCN	Efflux pump mplx	RPL19A TOR yeast
61	CCN(CC(=O)Nc1c(F)cccc1F)C(=O)c1cnccn1	84	102	0.0	87
62	CCOC(=O)c1cnc2ccc(OCC)cc2c1N1CCN(c2ccccc2OC)CC1	87	x	0.5	88
63	CCOc1ccccc1OCCCC(=O)N(CC)CC(=O)Nc1c(F)cccc1F	94	95	-0.1	93
64	CCCc1nnc(SCC(=O)Nc2ccccc2F)o1	89	82	-0.1	97

no.	Yeast superoxide	AGP1 TOR yeast	AHR activator	MEP2 TOR yeast
61	94	98	-3	94
62	100	90	38	92
63	96	101	0	90
64	100	94	-2	100

# Rows are unselected (roughly 3.9% active in at least one column).
